# Assay outcomes (PubChem)
# Rv3671c protease = inhibitors of M. tuberculosis serine protease Rv3671c | inhibition, % at 5.96 µM | 320,000 compounds, 0.048% hits | AID 2606; in the data active means inhibition above about 38%;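 further: extracellular domain of Rv3671c used as enzyme; 0% = enzyme with DMSO and 100% = no enzyme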
# FBA Mtb inh = Mtb fructose-bisphosphate aldolase inhibition. P9WQA3. purified M. tuberculosis FBA, fluorescence read-out. inhibition, % at 1 µM. 360,000 compounds, 2.3% hits. AID 588726; in the data active means inhibition above about 27%;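 further: 0% = vehicle and 100% = reference inhibitor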
# Target sequence (P9WQA3 whole entry, looked up): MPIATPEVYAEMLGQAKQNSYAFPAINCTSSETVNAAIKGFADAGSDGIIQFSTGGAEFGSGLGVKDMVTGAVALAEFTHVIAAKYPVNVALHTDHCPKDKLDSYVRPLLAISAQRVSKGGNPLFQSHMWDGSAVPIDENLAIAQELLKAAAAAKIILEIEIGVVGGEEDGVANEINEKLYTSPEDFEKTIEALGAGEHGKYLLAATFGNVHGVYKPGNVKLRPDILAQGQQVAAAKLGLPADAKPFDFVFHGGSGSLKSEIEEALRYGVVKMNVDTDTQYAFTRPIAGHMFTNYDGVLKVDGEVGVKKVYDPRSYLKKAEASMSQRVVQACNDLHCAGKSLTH
# FadD28 binding = M. tuberculosis FadD28 bisubstrate binding inhibition | AID 588549 | 360,000 compounds, 0.22% hits | FadD28 bisubstrate probe binding, fluorescence polarization | inhibition, % at 12.5 µM; in the data active means inhibition above about 8.5%, passing the limit was not always enough; inconclusive means no clear call, values can overlap the other calls
# BoNT-F LC inh = inhibitors of Botulinum neurotoxin F light chain protease | Multiplex microsphere protease cleavage assay, flow cytometry | inhibition, % at 10 µM | 360,000 compounds, 0.22% hits; in the data active means inhibition above about 35%, passing the limit was not always enough; inconclusive means no clear call, values can overlap the other calls; further: plate controls were buffer without enzyme for full effect and enzyme alone for no effect
# Mtb UGM inh = Mtb UDP-galactopyranose mutase inhibition. P9WIQ1. purified UGM, fluorescence polarization probe displacement. inhibition, % at 10 µM. 320,000 compounds, 0.06% hits; in the data active means inhibition above about 10%, passing the limit was not always enough; inconclusive means no clear call, values can overlap the other calls
# Target sequence (P9WIQ1 whole entry, looked up): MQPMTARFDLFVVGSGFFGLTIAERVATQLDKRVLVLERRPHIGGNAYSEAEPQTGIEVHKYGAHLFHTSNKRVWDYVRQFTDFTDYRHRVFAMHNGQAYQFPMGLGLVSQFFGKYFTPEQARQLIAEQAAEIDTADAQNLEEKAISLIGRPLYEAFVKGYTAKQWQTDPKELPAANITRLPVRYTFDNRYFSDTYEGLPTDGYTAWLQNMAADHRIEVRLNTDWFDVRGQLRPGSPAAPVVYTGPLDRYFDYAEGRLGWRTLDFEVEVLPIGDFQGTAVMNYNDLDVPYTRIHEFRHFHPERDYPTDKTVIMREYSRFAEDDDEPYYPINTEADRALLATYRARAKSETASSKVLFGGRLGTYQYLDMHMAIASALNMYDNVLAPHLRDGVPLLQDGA
# PrPC surface inh = inhibitors of human cell surface prion protein PrPC. P04156. inhibition, % at 13.8 µM. 370,000 compounds, 0.43% hits. AID 720596. TR-FRET read-out; in the data active means inhibition above about 24%; further: 0% = median of the test wells and 100% = reference compound wells
# Mtb BioA inh = BioA (M. tuberculosis) enzyme inhibition; 360,000 compounds, 0.096% hits; AID 602481; purified M. tuberculosis BioA enzyme, plate reader; inhibition, % at 9.99 µM; in the data active means inhibition above about 40%; inconclusive means no clear call, values can overlap the other calls
# MazEF act = activators of E. coli MazEF toxin-antitoxin RNase; FAM/BHQ RNA-DNA oligo cleavage fluorescence, 5 h; activation, % at 20 µM; 350,000 compounds, 0.32% hits; AID 504720; in the data active means activation above about 50%
# Target sequence (P0AE70 whole entry, looked up): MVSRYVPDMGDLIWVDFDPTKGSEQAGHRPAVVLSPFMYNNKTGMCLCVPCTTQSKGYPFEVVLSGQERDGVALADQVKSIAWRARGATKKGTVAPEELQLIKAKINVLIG
# GDH-TPI inh = GDH-TPI coupled enzyme inhibition counter-screen; AID 588335; inhibition, % at 4.8 µM; GDH-TPI coupled enzyme counterscreen, NADH absorbance; 360,000 compounds, 1.2% hits; in the data active means inhibition above about 30%;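 further: 0% = DMSO wells and 100% = wells lacking the enzyme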
# * hit, by the source's call; ? = inconclusive; · = no result given.
SMILES,Rv3671c protease,FBA Mtb inh,FadD28 binding,BoNT-F LC inh,Mtb UGM inh,PrPC surface inh,Mtb BioA inh,MazEF act,GDH-TPI inh
CCCCNC(=O)C1c2cc(OC)c(OC)cc2C(=O)N(C)C1c1cccs1 (stereo unspecified),-2,2,-1.8,-3,1.4,2,-1.3,5,-2
COC(C(=O)Nc1ccc(S(=O)(=O)N2CCCCC2)cc1)c1ccccc1 (stereo unspecified),2,2,-1.8,-3,0.8,-5,1.4,-7,-1
O=C(CCC(=O)OCC(F)(F)C(F)F)Nc1ccc(Cl)cc1,-4,-1,-4.2,6,-2.2,5,-4.9,-2,-1
CCN(CCCNC(=O)Cn1ncc2c([nH]c3ccc(C)cc32)c1=O)Cc1ccccc1,-2,16,-9.0,4,0.6,1,-2.0,1,13
N/C(=N\OC(=O)Cc1ccccc1[N+](=O)[O-])c1ccc(Br)cc1,2,2,-0.7,-5,1.0,-1,·,5,-5
CN(C)C(CNC(=O)CSc1nnc(-c2ccco2)o1)c1ccccc1 (stereo unspecified),0,3,-0.9,-3,4.9,9,-1.7,0,8
COc1cccc(/C=N/Nc2cc(C)nc(-c3ccccc3O)n2)c1O,-11,1,-0.2,-9,-2.8,-4,·,-2,12
COc1ccc(NC(=O)CSc2nc(O)cc(=O)[nH]2)c(OC)c1,-5,1,0.0,0,0.6,2,0.1,4,6
CCc1nc2ccc(C(=O)NCCCn3ccnc3)cn2c1N(C)CCC(C)C,·,-2,-0.7,-7,·,-7,2.5,·,7
COc1ccccc1C(=O)Nc1ccc(S(=O)(=O)NC2=NCCCCC2)cc1,2,3,-0.4,0,·,7,·,0,2
COC(=O)c1cc(CNC(=O)c2ccc(O)c(Cl)c2)ccc1OC,-10,2,-1.2,-1,1.3,-3,·,-7,4
CC(NC(=O)COc1ccccc1)C(=O)OCC(=O)c1cc2ccccc2o1 (stereo unspecified),-11,2,-1.7,14,-1.8,0,-3.4,0,-7
COc1ccc(C2CC(=O)C(C=NCC(C)C)=C(O)C2)cc1 (stereo unspecified),·,1,-1.9,14,-1.7,9,1.0,11,-6
O=C(Nc1nc2ccccc2s1)C1CCCN1S(=O)(=O)c1ccc(Cl)cc1 (stereo unspecified),-12,-1,-3.0,-7,0.6,13,-0.5,12,10
CN1/C(=C\C(=O)Nc2cccc(Cl)c2)C(C)(C)c2ccccc21,-18,-4,-2.9,-1,-0.8,1,-0.8,3,20
CC(=O)Nc1ccc(SCC(=O)OCC(=O)NC(=O)NCc2ccco2)cc1,-5,1,-3.8,-2,-0.7,3,-0.5,-6,-5
Cc1c(Cl)cccc1NC(=S)N(C)CCC#N,1,-2,-3.3,4,2.2,-3,·,7,-4
Cc1ccc(C(=O)OCC(=O)NCc2cccs2)s1,·,1,-0.4,-23,·,1,1.0,5,-1
COc1ccc(/C=C2\SC(=S)N(N3C(=O)CCC3=O)C2=O)cc1O,-6,-3,1.6,-8,1.3,-15,0.0,15,7
Cc1ccc(C(=O)NC(=C(Cl)Cl)S(=O)(=O)c2ccccc2)cc1,2,1,-3.2,-2,0.2,6,·,3,0
O=C(NNC(=O)c1ccc(Cl)s1)c1csc(N2CCOCC2)n1,2,1,-0.6,-26,-1.1,1,·,5,7
CCOC(=O)C(N)CSC1CC(=O)N(c2ccc(OCC)cc2)C1=O (stereo unspecified),-3,2,-0.8,-23,-2.0,8,-0.8,0,9
Cn1cccc1-c1nc2ccc(NC(=O)c3ccco3)cc2[nH]1,6,0,-1.3,-9,-0.7,-5,3.8,4,27
CCOc1ccccc1N(CC(=O)NCC1CCCO1)C(=O)CCC(=O)Nc1cc(C)on1 (stereo unspecified),7,1,0.2,-15,0.3,-6,-2.8,1,4
COc1ccc(N(CC(=O)NC2CCCC2)C(=O)Cn2nnc(-c3ccc(C)o3)n2)c(OC)c1,·,-1,-3.8,5,·,6,-1.0,7,2

# Compound profiles, as listed above.
# Results for CC(NC(=O)COc1ccccc1)C(=O)OCC(=O)c1cc2ccccc2o1 (stereo unspecified) → Rv3671c protease = -11; FBA Mtb inh = 2; FadD28 binding = -1.7; BoNT-F LC inh = 14; Mtb UGM inh = -1.8; PrPC surface inh = 0; Mtb BioA inh = -3.4; MazEF act = 0; GDH-TPI inh = -7
# Results for CCOc1ccccc1N(CC(=O)NCC1CCCO1)C(=O)CCC(=O)Nc1cc(C)on1 (stereo unspecified) → Rv3671c protease = 7; FBA Mtb inh = 1; FadD28 binding = 0.2; BoNT-F LC inh = -15; Mtb UGM inh = 0.3; PrPC surface inh = -6; Mtb BioA inh = -2.8; MazEF act = 1; GDH-TPI inh = 4
# Results for Cc1ccc(C(=O)NC(=C(Cl)Cl)S(=O)(=O)c2ccccc2)cc1 → Rv3671c protease = 2; FBA Mtb inh = 1; FadD28 binding = -3.2; BoNT-F LC inh = -2; Mtb UGM inh = 0.2; PrPC surface inh = 6; Mtb BioA inh = ·; MazEF act = 3; GDH-TPI inh = 0

# Next results
SMILES,Rv3671c protease,FBA Mtb inh,FadD28 binding,BoNT-F LC inh,Mtb UGM inh,PrPC surface inh,Mtb BioA inh,MazEF act,GDH-TPI inh
CC(C)(C)N1CC(c2nc3ccccc3n2Cc2ccccc2)CC1=O (stereo unspecified),-3,-4,-2.9,1,-0.4,3,2.7,-3,1
CCOc1cccc(NC(=O)Cc2cccs2)c1,-6,0,-2.2,-14,0.9,2,-0.3,0,-3
Cc1ccc(-c2nc(-c3ccccn3)no2)cc1Cl,-10,2,-2.8,-20,0.2,0,-3.7,13,2
CCN(C[C@H]1N[C@@](C)(C(=O)OC)[C@H]2C(=O)N(C)C(=O)[C@@H]12)S(=O)(=O)c1ccc(C)cc1,4,0,-2.4,2,·,-2,-0.7,6,-2
CCN(CC)S(=O)(=O)c1cc(NC(=O)c2ccc(Br)s2)ccc1C,-55,0,-2.3,-3,-0.3,10,-2.9,0,7
OCCOCCOc1cccc2[nH]ccc12,0,2,-0.5,-5,-1.7,-4,·,-6,0
O=C(Nc1ccc(N2CCCC2)cc1)c1cccc(Cl)c1Cl,2,1,-3.7,?,-0.3,4,-1.9,15,13
COc1ccccc1NC(=O)CSc1nnc(Cc2cccn2C)n1CCc1ccccc1,-3,-1,-1.0,-7,-3.0,2,-0.8,-1,2
Cn1cnc([N+](=O)[O-])c1S(=O)(=O)Oc1ccccc1,·,-4,-2.6,2,·,-1,-1.6,8,0
COc1ccc(-c2csc3nc[nH]c(=O)c23)cc1,6,-1,-0.1,4,0.8,9,·,15,4
NC(=O)CN(N=Nc1cccc([N+](=O)[O-])c1)c1cccc([N+](=O)[O-])c1,6,0,0.5,0,-1.6,-14,·,3,19
CC(NC(=O)COC(=O)c1cc([N+](=O)[O-])ccc1N1CCOCC1)c1ccccc1 (stereo unspecified),3,-4,-1.1,4,3.5,-24,1.2,3,16
COc1ccccc1NC(=O)c1ccc(NC(=O)c2ccco2)cc1,1,2,1.1,2,-0.4,3,·,-25,12
COc1ccc(-c2noc(-c3ccc4c(c3)OCO4)n2)cc1,-7,-3,-3.9,14,0.8,3,3.2,-13,-2
CCOC(=O)Nc1ccc(=O)n(Cc2c(Cl)cccc2Cl)c1,-3,13,0.1,3,-4.8,8,-0.6,7,7
COc1ccc(CCC2(C)NC(=O)N(C(C)C(=O)N3c4ccccc4CC3C)C2=O)cc1 (stereo unspecified),1,-1,-3.5,4,2.2,6,0.9,6,1
O=S1(=O)CC(N2CCC(c3ccccc3)CC2)CN1Cc1ccc(F)cc1 (stereo unspecified),·,4,-0.7,7,·,-6,1.7,·,·
OC1(C(F)(F)F)CC(O)(C(F)(F)F)n2nc(-c3ccccc3)cc2N1 (stereo unspecified),-7,0,-5.4,8,3.5,-3,-2.3,3,0
CN(C)CCN(C(=O)c1ccc(S(=O)(=O)N(C)C)cc1)c1nc2cc3c(cc2s1)OCCO3,-7,2,-1.0,3,0.2,7,-1.2,7,13
CC(=O)Nc1nnc(SCC(=O)N2C(C)CCCC2C)s1 (stereo unspecified),1,1,0.4,-1,-1.1,0,-3.9,-5,-5
CC(=O)N1CCN(C(=O)c2cc(-c3ccc(Cl)s3)nc3ccccc23)CC1,4,83*,-1.1,-1,-2.1,22,2.5,-10,20
O=C(Nc1ccc2c(c1)OCCO2)C1CCN(C(=O)c2ccc(Cl)cc2)CC1,-5,-1,-1.4,-12,0.7,-4,·,10,5
COc1ccc(-n2c(CN3CCC(C)CC3)nc3ccc([N+](=O)[O-])cc3c2=O)c(OC)c1,-2,0,-1.2,-6,-2.4,-28,·,-1,18
COc1ccc(-c2nn(-c3ccccc3)cc2C(=O)N2CCN(S(=O)(=O)c3cccc(F)c3)CC2)cc1,-12,-2,1.6,-1,-0.4,-2,·,-6,4
Cc1ccc(CC(=O)OCCNC(=O)c2cccnc2)cc1,0,-1,-0.7,3,0.3,3,-9.2,-6,-7
Cc1[nH]c(=S)c(C#N)c(C)c1C(=O)Nc1ccccc1,1,1,1.9,5,-2.6,1,-1.0,-3,8
O=C(c1ccccc1Oc1ccc(C(F)(F)F)cc1[N+](=O)[O-])N1CCOCC1,-10,-1,-3.9,-2,1.8,-3,·,2,-1
Brc1ccc(-c2csc(/N=C/N3CCCC3)n2)cc1,-1,11,-0.8,-9,1.1,-3,-0.7,7,14
CCC(C(=O)OCn1nnc2ccccc2c1=O)c1ccccc1 (stereo unspecified),-3,0,-4.7,-3,1.8,1,·,0,-4

# Reformatted with each value named: entries from further up
CC(NC(=O)COC(=O)c1cc([N+](=O)[O-])ccc1N1CCOCC1)c1ccccc1 (stereo unspecified)
  Rv3671c protease = 3
  FBA Mtb inh = -4
  FadD28 binding = -1.1
  BoNT-F LC inh = 4
  Mtb UGM inh = 3.5
  PrPC surface inh = -24
  Mtb BioA inh = 1.2
  MazEF act = 3
  GDH-TPI inh = 16

CCN(C[C@H]1N[C@@](C)(C(=O)OC)[C@H]2C(=O)N(C)C(=O)[C@@H]12)S(=O)(=O)c1ccc(C)cc1
  Rv3671c protease = 4
  FBA Mtb inh = 0
  FadD28 binding = -2.4
  BoNT-F LC inh = 2
  Mtb UGM inh = ·
  PrPC surface inh = -2
  Mtb BioA inh = -0.7
  MazEF act = 6
  GDH-TPI inh = -2
